High-throughput results from PubChem.
tim10-1 inh – inhibits growth of tim10-1 mutant yeast; hit rate 2.2% among 330,000; AID 463190; S. cerevisiae tim10-1 ts strain growth, BacTiter-Glo, 24 h; inhibition, % at 20 µM;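 active means inhibition of at least 40%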;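 further: mutant grown at 25 °C; 0% = DMSO wells with yeast and 100% = wells holding no yeast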
NALP3 yeast inh – blocks the NALP3 inflammasome reconstituted in yeast; Yeast reconstituted NLRP3/ASC/caspase-1, beta-gal luminescence, 24 h; inhibition, % at 10 µM; hit rate 0.39% among 330,000; AID 2825;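 active means inhibition of 50% or more; inactive means inhibition below 50%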;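 further: plate controls were induced DMSO wells for no effect and uninduced yeast grown without galactose for full effect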
mIAP act – increases mouse intestinal alkaline phosphatase activity. muIAP, CDP-Star luminescence, 30 min; stronger effect = higher value; 1 = vehicle-only enzyme signal, 0 = enzyme-free wells. activation factor at 10 µM. hit rate 0.24% among 330,000. AID 2805;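 active means activation factor of at least 2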; further: the source names both 10 and 20 µM as test concentration; values of inactives mirror those of a sister screen read the other way
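Assay system: mouse IAP enzyme / Compound: DMSO-dissolved test compounds / Timing: 30 min, room temperature / Measured by: luminescence from enzymatic CDP-Star hydrolysis / Control set: DMSO-only wells, enzyme-free buffer wells as negative control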
hIAP inh – blocks human intestinal alkaline phosphatase; hit rate 0.12% among 330,000; purified IAP, CDP-Star luminescence, 30 min; AID 2544; P09923; inhibition, % at 10 µM;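 active means inhibition reaching a set limit with compound at 10 µM in the primary screen, cut at about 35% in these data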;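 further: plate controls were DMSO wells with enzyme for no effect and no-enzyme buffer wells for full effect; values of inactives mirror those of a sister screen read the other way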
Target sequence (P09923 whole entry, looked up): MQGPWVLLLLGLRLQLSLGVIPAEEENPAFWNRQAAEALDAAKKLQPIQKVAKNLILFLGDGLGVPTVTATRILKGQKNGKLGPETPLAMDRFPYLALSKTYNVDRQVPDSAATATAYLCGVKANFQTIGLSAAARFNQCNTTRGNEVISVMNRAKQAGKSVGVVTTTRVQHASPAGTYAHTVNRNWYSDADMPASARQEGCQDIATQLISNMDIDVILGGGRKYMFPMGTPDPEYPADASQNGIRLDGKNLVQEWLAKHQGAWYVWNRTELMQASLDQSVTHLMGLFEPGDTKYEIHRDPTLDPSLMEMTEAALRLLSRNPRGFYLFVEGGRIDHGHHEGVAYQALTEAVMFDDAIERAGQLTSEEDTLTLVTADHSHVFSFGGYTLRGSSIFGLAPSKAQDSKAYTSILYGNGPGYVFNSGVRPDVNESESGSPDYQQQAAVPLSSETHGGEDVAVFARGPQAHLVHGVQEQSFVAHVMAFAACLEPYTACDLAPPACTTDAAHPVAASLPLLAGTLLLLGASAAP
TIM10 inh – inhibits growth of TIM10 yeast strain; S. cerevisiae TIM10 strain growth, BacTiter-Glo luminescence, 24 h; inhibition, % at 10 µM; hit rate 1.4% among 330,000;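 active means inhibition of 40% or more at the single tested concentration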;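 further: wild-type TIM10 isogenic control strain grown at permissive 25 °C; 0% = DMSO yeast wells and 100% = minimal medium wells without yeast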
mIAP block – blocks mouse intestinal alkaline phosphatase; purified mouse IAP, CDP-Star luminescence, 30 min; inhibition, % at 10 µM; hit rate 0.2% among 330,000;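 active means inhibition of at least 40% at 10 µM in the primary screen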;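 further: plate controls were DMSO with enzyme for no effect and no enzyme wells for full effect; values of inactives mirror those of a sister screen read the other way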
hIAP act – human IAP activation; P09923; hit rate 0.16% among 330,000; purified human IAP, CDP-Star luminescence, 30 min; stronger effect = higher value; 1 = vehicle-only enzyme, 0 = enzyme-free background; AID 2524; activation factor at 10 µM;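 active means activation factor of the enzyme at least 2-fold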; further: the source names both 10 and 20 µM as test concentration; values of inactives mirror those of a sister screen read the other way
ATG4B inhibitor – ATG4B (human) cysteine protease inhibition; ATG4B cleavage of LC3-PLA2, NBD-HPC fluorescence, 1 h; inhibition, % at 8.33 µM; hit rate 0.51% among 340,000; in the data active means inhibition above about 40%
Target sequence (Q9Y4P1 whole entry, looked up): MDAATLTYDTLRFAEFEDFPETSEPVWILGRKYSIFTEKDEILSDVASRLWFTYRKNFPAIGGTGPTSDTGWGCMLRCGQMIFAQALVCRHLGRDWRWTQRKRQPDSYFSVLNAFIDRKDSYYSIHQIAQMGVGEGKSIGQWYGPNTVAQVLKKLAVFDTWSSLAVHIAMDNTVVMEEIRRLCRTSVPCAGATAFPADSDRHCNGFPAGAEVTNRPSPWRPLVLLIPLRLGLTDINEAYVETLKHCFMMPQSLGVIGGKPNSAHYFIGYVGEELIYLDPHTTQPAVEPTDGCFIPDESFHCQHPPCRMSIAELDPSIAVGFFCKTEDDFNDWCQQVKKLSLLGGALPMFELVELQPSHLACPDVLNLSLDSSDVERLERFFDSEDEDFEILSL
Apaf-1 inh – blocks human Apaf-1 apoptosome activity. O14727. reconstituted apoptosome caspase-3 activity, DEVD-Rh110 fluorescence. inhibition, % at 20 µM. hit rate 0.71% among 330,000. AID 489030; active means inhibition of at least 40% at 20 µM;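 further: plate controls were DMSO wells for no effect and DEVD-CHO caspase inhibitor wells for full effect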
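Medium: Hepes buffer, pH 7.5 / System: biochemical Apaf-1 apoptosome reconstitution / Measured by: Rh110 fluorescence, excitation 480 nm, emission 540 nm / Times: compound with Apaf-1, dATP, procaspase-3 30 min, then 50 min reaction, room temperature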
Active calls of the source: *.

SMILES	tim10-1 inh	NALP3 yeast inh	mIAP act	hIAP inh	TIM10 inh	mIAP block	hIAP act	ATG4B inhibitor	Apaf-1 inh
Cc1cccc(C)c1NC(=O)CNC(=O)C(C)NC(C)c1ccccc1Br (stereo not given)	1.9	-5.4	1.04	-3.6	5.1	-4.2	1.04	-1.2	-9.4
COC(OC)c1ccc(C#N)c(SCc2ccc(C)cc2)n1	7.4	22.3	1.02	-1.8	-16.8	-1.6	1.02	-4.1	19.6
O=S(=O)(c1cccs1)N1CCCc2ccccc21	8.6	-20.6	0.939	4.8	-4.0	6.1	0.952	-15.4	6.2
O=C(Nc1cccc(C(F)(F)F)c1)c1cccnc1N1CCN(CCO)CC1	9.6	2.7	0.967	14.1	-6.7	3.3	0.859	-13.9	0.4
CCOC(=O)C1=C(N)Oc2c(oc(CO)cc2=O)C1c1ccccc1 (stereo not given)	9.9	7.1	0.951	-13.2	6.5	4.9	1.13	-15.0	-5.6
Cc1ccc(S(=O)(=O)N2CCOc3ccccc32)c(C)c1NS(C)(=O)=O	3.2	4.1	0.953	15.9	1.6	4.7	0.841	-3.7	8.6
CSc1ccc(C2=CC(=O)C[C@H](c3ccc(F)cc3)C2)cc1	14.9	11.5	0.967	13.2	4.3	3.3	0.868	6.4	20.0
Cc1cc(C)cc(NC(=O)CSc2nnc(CNC(=O)c3cccs3)o2)c1	13.5	0.8	0.907	8.7	21.1	9.3	0.913	-19.3	-4.1
Cc1nc2c(sc(=S)n2Cc2ccco2)c(=O)n1CC(=O)Nc1ccccc1Cl	3.0	17.8	1.1	-4.9	0.0	-10.5	1.05	3.1	19.4
O=C(Nc1ccc2nc3n(c(=O)c2c1)CCCC3)c1ccccc1F	9.2	29.1	0.941	9.0	23.3	5.9	0.91	-5.3	1.8
O=C(Nc1ccccc1)Oc1ccc[nH]c1=O	-1.4	12.6	0.896	-10.0	-6.5	10.4	1.1	2.8	60.6*
O=C(CCCCCN1C(=O)c2cccc3cccc(c23)C1=O)NC1CCS(=O)(=O)C1 (stereo not given)	-0.3	13.0	0.941	-6.9	2.7	5.9	1.07	1.7	-18.9
CCC(=O)Nn1c(C)nnc1C	9.1	12.5	1.02	-1.0	1.7	-1.9	1.01	1.0	-3.3
COc1ccc(CN(CCC(c2ccccc2)c2ccc(OC(C)C)cc2)C(=O)CCl)cc1OC (stereo not given)	31.3	3.1	0.806	-75.0	23.3	19.4	1.75	15.8	34.1
C=CCN(C(=O)c1csnn1)C(C(=O)NC1CCCC1)c1ccccc1F (stereo not given)	-7.3	14.5	1.12	2.6	-1.7	-12.4	0.974	-11.6	1.4
COC(C)c1oc2c(C)c3oc(=O)cc(C)c3cc2c1C (stereo not given)	26.0	7.9	1.08	-9.6	3.4	-7.6	1.1	-5.6	7.9
CC1(C)CC(=O)c2sc(NC(=O)Cc3cccs3)nc2C1	16.2	-9.3	1.17	2.4	-5.4	-17.0	0.976	-14.6	19.6
Cc1ccc(OC(=S)Nc2ccc(O)cc2)cc1	-4.9	15.4	0.915	13.9	-4.5	8.5	0.861	2.7	-16.4
COc1cccc2cc(C(=O)N(C)C3CCN(C)CC3)c(=O)oc12	2.5	5.7	0.877	5.8	0.2	12.3	0.942	4.9	-10.0
CCCN1C2=NCCN2c2cc(C)c(C)cc21	-4.6	5.1	1.02	18.8	-16.5	-1.6	0.812	0.1	2.8
CC(=O)c1cccc(NC(=O)/C=C/c2ccc(S(=O)(=O)N3CCOCC3)cc2)c1	11.3	23.6	1.03	4.4	2.2	-3.3	0.956	-13.1	-3.7
O=C(Nc1ccccc1)Nc1ccncc1	-1.0	8.3	1.22	-16.7	10.3	-21.7	1.17	-0.5	-2.9
NC(=O)C1CCN(c2ncc(C(F)(F)F)cc2Cl)CC1	3.8	29.6	0.996	-14.2	9.5	0.4	1.14	10.3	-10.0
CN(Cc1ccccc1)/C(=N/O)c1cccc(Cl)c1	17.5	-1.4	0.98	0.1	11.4	2.0	0.999	-1.7	4.3
CCCN(CCC)CCCNC(=O)c1ccc(CS(=O)(=O)c2c(Cl)cccc2Cl)o1	15.4	1.9	0.939	-1.7	3.1	6.1	1.02	-2.7	4.9
CCOc1ccc(-c2nnc(-c3cccs3)o2)cc1	13.6	43.3	0.923	-9.1	34.3	7.7	1.09	-20.6	17.7
CCCN(CC(=O)Nc1ccccc1OC)C(=O)c1ccc(COc2ccccc2)o1	20.3	22.9	1	11.0	2.9	-0.3	0.89	-48.2	4.4
Brc1ccc(/C=N/Nc2nc3ccccc3o2)cc1	-1.5	23.6	0.873	-3.4	4.3	12.7	1.03	3.1	7.9
COc1ccc(NC(=O)N2CCCC(CNS(=O)(=O)c3cccs3)C2)c(C)c1 (stereo not given)	-1.0	13.0	0.882	-5.3	-0.6	11.8	1.05	9.1	-13.6
COc1ccc(N=Nc2ccc(CO)cc2)cc1	16.7	-2.1	1.04	24.5	-11.9	-3.6	0.755	-10.0	2.9
Cc1cc(NC(=O)CCC(=O)N(CC(=O)NC2CCCC2)c2cccc(C)c2C)no1	18.7	0.9	1.05	2.9	6.9	-5.5	0.971	-8.2	0.3
CN(Cc1ccccc1F)C(=O)CN1c2cccc3cccc(c23)S1(=O)=O	9.1	13.8	0.99	-18.8	3.4	1.0	1.19	-6.2	11.4
COCCSc1ccccc1C(=O)Nc1cc(C)ccn1	21.2	-5.3	1.01	5.6	6.3	-1.2	0.944	8.2	1.4
Cc1cc(Br)c(OCc2ccc(C(=O)N/N=C3\CC(=O)CC(C)(C)C3)cc2)c(Br)c1	3.1	1.6	0.902	4.7	20.6	9.8	0.953	-13.1	22.0
COc1ccc(N2CCN(C(=O)CCc3nnc4ccc(N5CCOCC5)nn34)CC2)cc1	8.3	20.5	0.903	-17.5	3.8	9.7	1.18	4.7	-0.3
CCN1CCN(c2nn3c(=O)c4ccccc4nc3c3ccccc23)CC1	7.0	15.2	0.96	-8.9	-2.4	4.0	1.09	5.7	3.3
COc1ccccc1C(CNC(=O)CNC(=O)c1ccc(Cl)c(Cl)c1)N1CCCC1 (stereo not given)	7.4	12.5	1.15	6.9	5.9	-14.5	0.931	-10.9	-28.9
CC(C)(C)c1ccc(NC(=O)COC(=O)c2ccc3ncsc3c2)cc1	14.2	33.9	1.01	-8.1	1.5	-0.9	1.08	-14.1	21.2
Cc1ccc(C)c(N(C(=O)c2csnn2)C(C(=O)NC2CCCCC2)c2ccccn2)c1 (stereo not given)	-8.3	-2.3	0.894	10.7	13.0	10.6	0.893	-3.4	2.6
COc1ccc(S(=O)(=O)NC(C)C(=O)NCc2ccco2)cc1OC (stereo not given)	-0.1	18.5	1.02	14.3	-5.0	-2.3	0.857	-4.0	1.6
CCn1c2c(c3cc(OCC(C)C)ccc31)CCCC2=O	-6.4	37.2	0.928	21.8	-5.6	7.2	0.782	-8.2	16.1
CCOc1cc(/C=N/NC(=O)c2cccs2)ccc1OC(=O)N1CCOCC1	17.0	-9.3	1.02	-1.6	0.8	-2.1	1.02	-9.1	-1.3
Cn1c(=O)oc2cc(S(=O)(=O)NCCC(=O)N3CCc4ccccc43)ccc21	11.3	3.1	0.881	8.8	0.7	11.9	0.912	-3.1	-14.9
COc1cccc(CNC(=O)C2CCCN(c3ncnc4c3nc3n4CCCCC3)C2)c1 (stereo not given)	22.6	5.8	0.838	-5.1	14.3	16.2	1.05	7.4	-1.4
COc1ccc(CCNC(=O)CN2c3cccc4cccc(c34)S2(=O)=O)cc1OC	17.4	5.1	1.05	-26.0	0.5	-5.3	1.26	-8.9	6.3
O=C(CNS(=O)(=O)c1ccccc1)N/N=C\c1ccc(Cl)cc1	19.3	-18.6	0.944	30.6	11.0	5.6	0.694	-7.1	10.9
CCOC(=O)C1=C(Cn2cnc3ccccc32)NC(=O)NC1c1cc(C)ccc1C (stereo not given)	0.8	0.9	0.967	10.5	5.0	3.3	0.895	1.0	0.1
Cc1cccc(CSc2nc3c(c(-c4cccs4)c2C#N)CN(C)CC3)c1	19.6	-10.5	0.827	18.8	21.6	17.3	0.812	0.6	8.2

Reformatted: entries from further up.
Every second line gives: tim10-1 inh	NALP3 yeast inh	mIAP act	hIAP inh	TIM10 inh	mIAP block	hIAP act	ATG4B inhibitor	Apaf-1 inh
CCn1c2c(c3cc(OCC(C)C)ccc31)CCCC2=O
  -6.4	37.2	0.928	21.8	-5.6	7.2	0.782	-8.2	16.1
CCOc1cc(/C=N/NC(=O)c2cccs2)ccc1OC(=O)N1CCOCC1
  17.0	-9.3	1.02	-1.6	0.8	-2.1	1.02	-9.1	-1.3

The list goes on.
SMILES	tim10-1 inh	NALP3 yeast inh	mIAP act	hIAP inh	TIM10 inh	mIAP block	hIAP act	ATG4B inhibitor	Apaf-1 inh
CCOC(=O)c1c(NC(=O)CC2Nc3ccccc3NC2=O)sc(C)c1C (stereo not given)	3.7	9.7	1.03	5.6	0.5	-3.5	0.944	-10.5	12.3
c1ccc(N2CCN(c3ccccc3)C2c2cccnc2)cc1	-35.5	4.6	0.922	8.9	-67.7	7.8	0.911	-0.2	15.8
Cn1c(SCC(=O)c2ccc3c(c2)OCO3)nnc1C1COc2ccccc2O1 (stereo not given)	12.0	10.7	1.04	-3.1	-10.7	-4.2	1.03	-9.2	6.8
CC(=O)N1N=C(c2cccs2)CC1c1ccco1 (stereo not given)	9.6	15.5	0.974	4.2	25.6	2.6	0.958	-10.2	-6.5
OCCCNCc1cccc2ccccc12	3.0	8.1	0.975	-36.0	4.9	2.5	1.36	-8.0	-0.1
CCC1Sc2ccccc2N(CC(=O)NCCC(C)C)C1=O (stereo not given)	13.5	13.0	1.15	-21.5	5.9	-15.3	1.22	-4.0	7.6
Cc1ncc([N+](=O)[O-])n1CC(=O)NC1CCCCC1	-6.1	6.9	1.07	2.2	-6.2	-6.9	0.978	1.0	-8.0
Cc1c(N(C)C)c(=O)n(-c2ccccc2)n1C	-13.8	16.7	0.933	11.1	-7.9	6.7	0.889	7.1	-3.3
O=S(=O)(Nc1ccc(-n2cnnn2)cc1)c1cccc(F)c1	-3.7	5.6	1.02	16.1	-1.3	-1.8	0.839	-2.5	-2.0
O=C(O)c1ccccc1C(=O)Nc1nc(-c2ccc3ccccc3c2)cs1	17.0	12.6	0.966	-26.3	9.6	3.4	1.26	83.1*	-9.0
Cc1ccc(S(=O)(=O)N2CCOCC2)cc1NC(=O)COC(=O)CSc1ccc(Br)cc1C	21.9	-3.4	0.917	21.8	13.4	8.3	0.782	-13.8	14.0
CC1CCCN(C(=O)CSCC(=O)Nc2nc(-c3cccs3)cs2)C1 (stereo not given)	37.4	22.4	0.923	-2.1	23.7	7.7	1.02	-8.8	7.7
O=C(NC1=NCCS1)C1CC2CCC1C2 (stereo not given)	23.9	7.0	0.95	-12.2	8.4	5.0	1.12	-5.4	-1.5
O=C(N/N=C/c1ccc(Cl)s1)c1ccccc1[N+](=O)[O-]	22.4	10.5	0.868	18.0	26.0	13.2	0.82	0.0	-15.7
Cc1c(NC(=O)c2csc3c2CCCC3)c(=O)n(-c2ccccc2)n1C	-3.6	3.3	1	-4.0	-6.7	-0.4	1.04	-2.9	0.4

A second format for part of the listing above:
Every second line gives: tim10-1 inh	NALP3 yeast inh	mIAP act	hIAP inh	TIM10 inh	mIAP block	hIAP act	ATG4B inhibitor	Apaf-1 inh
- O=C(NC1=NCCS1)C1CC2CCC1C2 (stereo not given)
 : 23.9	7.0	0.95	-12.2	8.4	5.0	1.12	-5.4	-1.5
- O=C(N/N=C/c1ccc(Cl)s1)c1ccccc1[N+](=O)[O-]
 : 22.4	10.5	0.868	18.0	26.0	13.2	0.82	0.0	-15.7
- Cc1c(NC(=O)c2csc3c2CCCC3)c(=O)n(-c2ccccc2)n1C
 : -3.6	3.3	1	-4.0	-6.7	-0.4	1.04	-2.9	0.4

No enrichment for hits; 4.5% or so of the library scored in one or more.
